# sgs1 mgt1 – NCI yeast anticancer drug screen, S. cerevisiae sgs1 mgt1 strain | % growth inhibition at 50 µM | 78,000 compounds, 10% hits;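 also: 0% = growth of vehicle-only cultures of the same strain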
#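 Inhibition of yeast growth, normalised to vehicle-treated controls, is reported for a strain bearing genetic alterations in DNA damage repair.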
# rad50 – NCI yeast anticancer drug screen, S. cerevisiae rad50 strain; AID 155, 2004; % growth inhibition at 50 µM; 79,000 compounds, 10% hits;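 also: 0% = growth of vehicle-only cultures of the same strain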
#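 Readout: growth inhibition relative to vehicle-treated cultures. Compound exposure was carried out in a genetically defined yeast strain deficient in DNA damage repair.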
# mlh1 rad18 – NCI yeast anticancer drug screen, S. cerevisiae mlh1 rad18 strain; growth inhibition, % at 50 µM; 79,000 compounds, 11% hits; AID 175, 2004;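 also: 0% = growth of vehicle-only cultures of the same strain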
#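 Cells of a genetically altered yeast strain, deficient in DNA damage repair, were treated with compound. Their growth was then compared with that of vehicle-treated cultures to give inhibition.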
# cln2 rad14 – NCI yeast anticancer drug screen, S. cerevisiae cln2 rad14 strain | % growth inhibition at 50 µM | 78,000 compounds, 8.3% hits;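 also: 0% = growth of vehicle-only cultures of the same strain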
#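 Yeast strain cln2 rad14, bearing defects in cell cycle control and DNA repair, serves as the test system; values reflect growth inhibition compared with vehicle.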
# bub3 – NCI yeast anticancer drug screen, S. cerevisiae bub3 mutant strain; growth inhibition, % at 50 µM; 78,000 compounds, 9.9% hits;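 also: 0% = growth of vehicle-only cultures of the same strain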
#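 Inhibition values come from growth of compound-treated mutant yeast normalised to vehicle-treated controls.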
# mec2-1 – NCI yeast anticancer drug screen, S. cerevisiae mec2-1 strain; growth inhibition, % at 50 µM; 79,000 compounds, 9% hits;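 also: 0% = growth of vehicle-only cultures of the same strain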
#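 mec2-1 yeast strain, carrying an alteration in DNA damage repair or cell cycle control, was exposed to compounds; growth inhibition was measured relative to vehicle-treated controls.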
# An asterisk follows results filed as active; & = joins results of further samples; ! = not active in a repeat. Rule as the data show it: active = growth inhibition above about 70%; inactive = the rest. Not all compounds are listed. The share of hits here may be higher or lower than overall.
structure | sgs1 mgt1 | rad50 | mlh1 rad18 | cln2 rad14 | bub3 | mec2-1
CCCOC(=O)c1cncn1C(C)c1ccccc1 (stereo unspecified) | 37.5 | 4.4 | 31.4 | 10.7 | 35.6 | 18.7
O=C(NC1=NN(Cc2ccccc2)C(=O)C1)c1ccc(S(=O)(=O)F)cc1 | 19.6 | -0.3 | 11.6 | 9.6 | 9.8 | -14.9
Cc1cc(S(=O)(=O)[O-])ccc1-n1nc(C)[c-](N=Nc2cc(S(=O)(=O)[O-])ccc2C(=O)[O-])c1=O.[Cr+3].[Na+].[OH-] (stereo unspecified) | -11.6 | -19.4 | -17.1 | -35.4 | -16.3 | -30.5
O=C(O)C(Cc1cnc[nH]1)N1C(=O)c2ccccc2C1=O (stereo unspecified) | -1.0 | -16.6 | -8.8 | -24.9 | -10.0 | -12.9
CC1(C)N=C(N)N=C(N)N1c1ccc(CCCCc2ccc(S(=O)(=O)F)c(Cl)c2)c(Cl)c1 | 99.4* | 99.2* | 99.3* | 99.2* | 99.3* | 99.5*
ClC(Cl)=C(Cl)C(Cl)=C(Cl)Cl | -4.0 | 64.5 | 27.6 | -13.7 | 12.3 | 7.3
O=C(CCCc1ccc(N(CCCl)CCCl)cc1)Nc1ccc(Br)cc1 | 40.9 | 44.2 | 18.1 | 11.0 | -2.9 | 0.8
O=S1(=O)CCCCO1 | -10.9 | -6.0 | 4.4 | 17.2 | -8.9 | 1.6
CCC[N+]12C(O)C(CC)C3CC1C1N(C)c4ccc(Br)cc4C14CC2C3C4O (stereo unspecified) | 4.3 | 27.9 | 20.9 | -12.3 | 6.8 | 8.3
CN1C(=O)C(=Cc2ccc(O)cc2)C(=O)N(C)C1=O | -15.2 | -2.5 | 30.4 | 11.7 | 32.9 | 30.1
CC(C)CC(=O)CC(O)C(Cl)(Cl)Cl (stereo unspecified) | -8.6 | -0.2 | -16.4 | -1.9 | -68.6 | -1.4
CC(CCc1ccccc1)NC(C)C(O)c1ccc(O)cc1 (stereo unspecified) | 52.2 | 49.0 | 78.1* | 68.3 | 64.8 | 28.6
CC(=O)OC(C)(C)/C=C/C(=O)[C@](C)(O)[C@H]1[C@H](O)C[C@@]2(C)[C@@H]3CC=C4[C@@H](C[C@H](O)C(=O)C4(C)C)[C@]3(CO)C(=O)C[C@]12C | 15.3 | 21.1 | 18.9 | -7.8 | 18.6 | -12.9
O=C(CC(=O)C(F)(F)C(F)(F)C(F)(F)F)c1ccco1.[Ni] | 27.9 | 17.2 | 34.6 | -9.9 | 2.0 | 3.8
CC(=O)NC(CS)C(=O)[O-].CC(=O)NC(CS)C(=O)[O-].N.N.[Pt+4] (stereo unspecified) | 15.2 | 7.8 | 27.2 | -38.1 | 14.4 | -9.8
c1ccc2c(-c3c4ccccc4c(-c4cccc5ccccc45)c4ccccc34)cccc2c1 | -3.0 | -21.6 | -4.2 | 5.8 | -11.6 | -37.8
COc1ccc(CC(N)c2nn[nH]n2)cc1 (stereo unspecified) | -1.1 | 4.1 | -1.8 | -23.1 | 8.2 | -1.0
c1ccc(N=c2snc(-c3ccccc3)s2)cc1 | 73.5* | 91.1* | 80.2* | 6.4 | 82.5* | 46.8
COc1ccccc1[As](=O)(O)c1ccccc1 | -1.4 | -6.5 | 5.2 | -47.6 | -11.0 | -0.8
O=S(=O)(F)c1ccc(Cl)cc1 | 82.3* | 85.5* | 90.8* | 49.7 | 70.9* | 20.9
CC1(C)OC(C=O)C2CC(=O)c3c(O)cccc3C2(C)O1 (stereo unspecified) | 12.9 | 33.4 | 0.3 | -4.2 | 11.9 | -1.4
CCC1(CCC(C)C)C(=O)NC(=O)N(C)C1=O (stereo unspecified) | -1.8 | -6.0 | -4.0 | -19.4 | -11.3 | -1.2
C=[CH][Sn]([CH]=C)([c]1ccccc1)[c]1ccccc1 | -14.2 | -7.5 | 12.3 | -0.7 | -26.8 | -12.8
CC(=O)OCC1(C[N+](C)(C)C)CCCC1 | -14.3 | -2.3 | -5.5 | -4.4 | 1.4 | -7.6
CC12CCC3C(CC=C4CC(SC(=N)N)CCC43C)C1CCC2=O (stereo unspecified) | 75.5* | 67.3 | 59.6 | 59.7 | 66.8 | 48.3
CCOC(=O)[C]1([Pb]([CH3])([CH3])[CH3])N=NC(C(=O)OC)=C1C(=O)OC (stereo unspecified) | 29.8 | 68.8 | 30.7 | 14.2 | 15.9 | -2.1
C=CCCCCCCCCC(=O)O (tested in a mixture with another compound) | 53.0 | 23.1 | 83.0* | 96.8* | 40.4 | 63.3
COc1ccc2nc3c(C)n(C)ccc-3c2c1 | -19.8 | -6.3 | -20.1 | -9.1 | -3.7 | -21.4
CC1(C)C(=O)/C(=N\O)C[C@@]2(C)C1=CC[C@@H]1[C@@H]2CC[C@]2(C)C(=O)CC[C@@H]12 | 56.9 | 38.1 | 18.0 | -30.5 | -5.5 | 1.6
O=C(CBr)OC1CCCCC1 | 87.4* | 91.0* | 90.4* | 10.9 | 75.8* | 69.4

# An excerpt of these results, with two lines to a compound.
# Every second line gives: sgs1 mgt1 | rad50 | mlh1 rad18 | cln2 rad14 | bub3 | mec2-1
CCC1(CCC(C)C)C(=O)NC(=O)N(C)C1=O (stereo unspecified)
  -1.8 | -6.0 | -4.0 | -19.4 | -11.3 | -1.2
C=[CH][Sn]([CH]=C)([c]1ccccc1)[c]1ccccc1
  -14.2 | -7.5 | 12.3 | -0.7 | -26.8 | -12.8
CC(=O)OCC1(C[N+](C)(C)C)CCCC1
  -14.3 | -2.3 | -5.5 | -4.4 | 1.4 | -7.6
CC12CCC3C(CC=C4CC(SC(=N)N)CCC43C)C1CCC2=O (stereo unspecified)
  75.5* | 67.3 | 59.6 | 59.7 | 66.8 | 48.3
CCOC(=O)[C]1([Pb]([CH3])([CH3])[CH3])N=NC(C(=O)OC)=C1C(=O)OC (stereo unspecified)
  29.8 | 68.8 | 30.7 | 14.2 | 15.9 | -2.1
C=CCCCCCCCCC(=O)O (tested in a mixture with another compound)
  53.0 | 23.1 | 83.0* | 96.8* | 40.4 | 63.3
COc1ccc2nc3c(C)n(C)ccc-3c2c1
  -19.8 | -6.3 | -20.1 | -9.1 | -3.7 | -21.4
CC1(C)C(=O)/C(=N\O)C[C@@]2(C)C1=CC[C@@H]1[C@@H]2CC[C@]2(C)C(=O)CC[C@@H]12
  56.9 | 38.1 | 18.0 | -30.5 | -5.5 | 1.6
O=C(CBr)OC1CCCCC1
  87.4* | 91.0* | 90.4* | 10.9 | 75.8* | 69.4

# Continuation.
Molecule	sgs1 mgt1	rad50	mlh1 rad18	cln2 rad14	bub3	mec2-1
COc1cccc2c1C(=O)c1c(O)c3c(c(O)c1C2=O)CC(O)(C(=O)CO)CC3OC1CC(N2CCOCC2C#N)C(O)C(C)O1 (stereo unspecified)	88.9*	86.7*	89.8*	86.5*	88.2*	90.2*
O=S(=O)(F)c1ccccc1	-11.4	35.8	6.8	-59.8	2.1	-0.6
Cc1ccc([N+](=O)[O-])cc1	1.6	19.4	-27.1	7.7	-12.5	-5.0
NC(Cc1ccc(Cl)cc1)c1nn[nH]n1 (stereo unspecified)	-4.1	-5.5	-7.7	-22.4	1.2	1.2
CC(=O)OCC1OC([S-])C(OC(C)=O)C(OC(C)=O)C1OC(C)=O.CC[PH+](CC)CC.CC[PH+](CC)CC.[Au].[Au] (stereo unspecified)	92.0*	89.8*	90.0*	91.3*	89.9*	92.0*
CCC/C=C/C=C/C(=O)OC1/C(=C/C(=O)OC)CC2CC(C(C)O)OC(=O)CC(O)CC3CC(OC(C)=O)C(C)(C)C(O)(CC4C/C(=C/C(=O)OC)CC(/C=C/C(C)(C)C1(O)O2)O4)O3 (stereo unspecified)	-7.8	15.7	23.1	21.3	6.2	-5.2
O=NNc1nc2ccccc2[nH]1	2.0	6.5	8.8	-24.6	-7.0	-0.7
O=C(CC(c1ccccc1)c1c(O)c2ccccc2oc1=O)c1ccccc1 (stereo unspecified)	-0.8	20.6	21.1	38.9	20.4	-5.7
Cc1ccc(C(=O)C2C(c3ccccc3)N2C2CCCCC2)cc1 (stereo unspecified)	57.5	11.1	71.6*	0.3	19.8	8.0
O=[N+]([O-])c1ccc(O)c(Cl)c1	66.0	68.7	70.8*	52.2	64.5	78.9*
N#C[S-].[Nd+3].c1ccc(-c2ccccn2)nc1.c1ccc(-c2ccccn2)nc1.c1ccc(-c2ccccn2)nc1	93.5*	91.2*	92.0*	92.5*	93.0*	94.1*
C/C(=C\[P+](c1ccccc1)(c1ccccc1)c1ccccc1)N1CC1	5.7	54.0	13.2	2.0	20.7	19.6
CCCCS(=O)(=O)Cl	9.8	34.5	25.9	-12.5	29.8	13.2
O=C(C(Cl)(Cl)CO)C(Cl)(Cl)CO	48.1	39.2	38.0	5.7	11.2	3.1
[Se]C(=NCc1ccccc1)NCc1ccccc1	19.2	93.3*	52.4	-102.4	46.2	6.1
[CH3][Sn]([CH3])([O]S(=O)c1ccc(Cl)cc1)[O]S(=O)c1ccc(Cl)cc1 (stereo unspecified)	-19.8	15.7	-11.1	14.7	-4.7	-9.3
N#CC(C#N)C1CN2CCC1CC2 (stereo unspecified)	15.6	1.9	-26.6	24.5	4.9	13.3
CC(Cl)CN(C)C (stereo unspecified)	33.9&54.5	75.3*!	18.3&57.0	8.0&-55.5	-16.6&-20.4	-17.4&1.1
C[As+](C)(C)c1cccc(N)c1	-10.1	-1.6	0.5	-14.8	-1.0	-6.6
C[C@H](CCC1SC1(C)C)C1CCC2(C)C3=C(CC[C@]12C)[C@@]1(C)CC[C@H](O)C(C)(C)C1CC3 (stereo partly specified)	-11.2	9.8	1.9	-48.8	-5.2	-11.2
CCOP(=O)(OCC)SC=C(Cl)Cl	2.1	-12.9	6.2	-10.6	5.0	5.5
CC1(O)CC23CC(O)C4(O)C(CC(O)C4(C)C)C(C)(O)C2CCC1C3O (stereo unspecified)	18.3	-3.9	-82.5	6.7	-1.8	-22.3
O=C(CBr)OCC(Br)CBr (stereo unspecified)	99.3*	99.2*	98.8*	98.8*	99.3*	99.0*
COc1ccc(CC2C(=O)NC(C)C(=O)N(C)C3C(=O)N(C)C(Cc4ccc(O)c(c4)Oc4ccc(cc4)C3O)C(=O)NC(C)C(=O)NC(C)C(=O)N2C)cc1 (stereo unspecified)	54.3	75.9*	63.0	84.5*	65.4	47.5
CCOC(=O)C(C)(C)C(OP(OCC)OCC)=C(C)C	-3.0	-1.3	18.5	0.7	-1.0	3.2
NC(=O)C1(Br)CCCCC1	-10.5	-11.8	-3.5	-7.2	8.4	-18.9
CC(Oc1cc(Cl)c(Cl)cc1Cl)C(=O)O (stereo unspecified) (tested in a mixture with another compound)	39.4&-23.4	42.4&-13.9	32.2&1.0	9.2&-34.3	19.2&5.2	17.4&-12.4
CC(=O)c1ccccc1O.CO.CO.[Cl][Ta][Cl]	-9.7	-13.0	-10.2	33.9	3.5	-5.8
COc1cc([N+](=O)[O-])c2nc(Cl)ccc2c1[N+](=O)[O-]	8.2	-5.4	42.8	1.5	24.4	22.8
CC(C)C(=O)OCC1CCCN2CCCCC12 (stereo unspecified)	11.9	26.9	-35.2	19.2	30.3	26.4
ClCc1cccc(CCl)c1	-18.6	-0.2	5.0	22.8	-45.0	-27.1
CCN(CC)CCC#N	13.0	-55.6	-3.9	-33.3	1.3	-10.4
CN(C)C(=O)Oc1cc(O)cc([N+](=O)[O-])c1	-10.8	-5.5	-28.1	-6.3	24.1	-11.1
COc1cc(N(CCCl)CCCl)ccc1C=Nc1cccc(Cl)c1	94.0*	84.0*	94.2*	81.6*	87.0*	62.6
O=C1CCCN1	3.1	-8.1	-11.7	-4.8	-0.2	-1.7
CC(C)OP(=O)(OC(C)C)C(C)(C)O	12.9	2.8	-32.1	21.3	-1.4	3.8
CC(C)OP(=S)(NC(=S)c1ccccc1)OC(C)C	19.5	-2.5	17.4	6.0	4.0	16.4
O=C1NC(=O)C(C(c2ccnc3ccccc23)C2C(=O)NC(=O)NC2=O)C(=O)N1	55.9	30.1	35.8	62.6	42.6	34.0
C#CC1(OC(O)C(Cl)(Cl)Cl)CCCCC1 (stereo unspecified)	-1.9	-1.6	-16.0	-20.0	4.0	7.5
COC(=O)c1ccccc1NC(C)=O	-8.9	-13.8	2.1	-38.4	-8.5	-9.2
COC(=O)CCc1ccc(NP(=O)(Oc2ccccc2)N(CCCl)CCCl)cc1 (stereo unspecified)	23.4	13.3	-8.6	35.8	12.2	20.2
O=C(O)c1cc([N+](=O)[O-])c(Cl)c([N+](=O)[O-])c1Cl	46.9	62.8	49.0	43.1	64.0	42.3

# From PubChem BioAssay
